Compound activity: PubChem BioAssay, National Center for Advancing Translational Sciences (NCATS)
HP1b binding inh: blocks HP1-beta chromodomain binding to methylated histone tails; P83916; AlphaScreen HP1-beta / biotin-H3K9me3 peptide binding; Potency, µM (doses to about 114 µM), without a hit: at the highest dose activity change, negative = inhibition, usual class: inhibitors; 390,000 tested, 0.56% active; AID 540317; further: potency means the concentration at half of the fitted maximal effect; nearly all actives have a fitted effect of over 70% in size; inactives centre near 23
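HP1-beta protein (50 nM final) preincubated 30 min at room temperature with biotinylated H3(1-18)K9me3 peptide (50 nM) in PBS pH 7.4, 0.01% Tween-20, then compound added for 30 min. AlphaScreen streptavidin donor/nickel chelate acceptor beads (10 ug/mL final), 30 min dark, luminescence read.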
PGK inhibitor: blocks T. brucei phosphoglycerate kinase; Potency, µM (highest dose often 57.5 µM), inactives show at the highest dose activity change, negative = inhibition, actives largely listed as inhibitors; PGK/GAPDH coupled, Kinase-Glo luminescence, 60 min; P07378; 380,000 tested, 0.043% active; further: potency means the concentration at half of the fitted maximal effect; on the % scale 0 is the no-effect control and ±100 the full control effect; nearly all actives have a fitted effect of over 60% in size
Target sequence (P07378 whole entry, looked up): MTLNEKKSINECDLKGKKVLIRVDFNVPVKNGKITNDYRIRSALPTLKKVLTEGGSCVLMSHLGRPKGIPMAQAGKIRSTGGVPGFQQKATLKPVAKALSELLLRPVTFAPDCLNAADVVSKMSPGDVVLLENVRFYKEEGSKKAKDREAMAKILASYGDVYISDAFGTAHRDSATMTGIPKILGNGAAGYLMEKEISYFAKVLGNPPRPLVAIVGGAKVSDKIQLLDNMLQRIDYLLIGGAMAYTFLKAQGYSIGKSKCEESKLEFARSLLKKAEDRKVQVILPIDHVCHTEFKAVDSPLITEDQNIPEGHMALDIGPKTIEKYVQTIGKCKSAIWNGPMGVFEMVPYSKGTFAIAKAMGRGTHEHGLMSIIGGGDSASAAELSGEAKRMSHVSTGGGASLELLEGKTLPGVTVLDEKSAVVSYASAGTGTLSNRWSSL
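Recombinant glycosomal PGK reaction used 1,3-bisphosphoglycerate generated in-well by GAPDH (100nM final) in 100mM TEA pH 7.6, 5mM MgCl2, 0.01% Tween-20. After 60 minutes at room temperature, ATP was read by Kinase-Glo Plus luminescence end-point.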
GLS inhibitor: glutaminase GLS (human) inhibition; AID 624170; Potency, µM (series often up to 45.5 µM), without a hit: at the top dose activity change, negative = inhibition, actives largely listed as inhibitors; 410,000 tested, 0.21% active; GLS enzymatic activity, qHTS titration; further: potency means the concentration at half of the fitted maximal effect; on the % scale 0 is the no-effect control and ±100 the full control effect
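hKGA in 45 mM KH2PO4 (pH 8.2), 0.02% Tween-20 with compound, then 1mM L-Glutamine (stock as added) plus glutamate oxidase/HRP/Amplex red coupling mix. Fluorescence read initially and after 30 min at RT; signal change reflects glutamate formation.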
BAZ2B block: BAZ2B (human) inhibition; AID 504333; Q9UIF8; Potency, µM (doses to about 114 µM), for the others: at the highest dose activity change, negative = inhibition, usual class: inhibitors; 360,000 tested, 4.4% active; AlphaScreen BAZ2B-H3K14Ac peptide displacement; further: potency means the concentration at half of the fitted maximal effect; on the % scale 0 is the no-effect control and ±100 the full control effect; nearly all actives have a fitted effect of over 60% in size
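Complex of BAZ2B and biotin-H3K14Ac (50 nM apiece) forms over 30 min at RT, then faces library compounds up to 110 uM for another 30 min; AlphaScreen beads added, 20 min dark incubation, luminescence read.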
JMJD2A Tudor: inhibitors of human JMJD2A Tudor domain; O75164; AlphaScreen JMJD2A-Tudor / H3K4me3 peptide binding; Potency, µM (highest dose often 114 µM), inactives show top-dose activity change, negative = inhibition, usual class: inhibitors; 390,000 tested, 4.4% active; further: potency means the concentration at half of the fitted maximal effect; on the % scale 0 is the no-effect control and ±100 the full control effect; nearly all actives have a fitted effect of over 50% in size
ERG-DNA inh: inhibitors of human ERG Ets domain-DNA interaction; P11308; fluorescence polarization, His-ERG Ets domain / labelled DNA; Potency, µM (top dose mostly 76.9 µM), for the others: at the top dose FP activity, negative = inhibition, usual class: inhibitors; 370,000 tested, 0.028% active; AID 624246; active means well fitted inhibition curve with a large enough effect in the polarisation, with a control signal flat; inconclusive means small, poorly fitted or top-dose-only effect, or effect the other way, or a change in a side signal; inactive means no such curve, though single readings can be large or run the other way; the % refers to the polarisation;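 further: polarization taken with two DNA probes labelled with fluorescein and Texas red; potency means the concentration at half of the fitted maximal effect; % of control where 0% means no effect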
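His-tagged ERG Ets domain (1 uM in the protein solution; 300mM KCl, 50mM Tris-HCl, 1mM EDTA, 1mM DTT, pH 7.5) received compound, then a probe mix of 5 nM fluorescein-DNA and 100nM Texas-615-DNA. Fluorescence polarization was read for both dyes.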
G9a inh: inhibitors of human histone lysine methyltransferase G9a. Q96KQ7. G9a H3K9 monomethylation, AlphaScreen, 2 h. Potency, µM (doses to about 102 µM), inactives show at the highest dose activity, negative = inhibition, usual class: inhibitors. 350,000 tested, 8.8% active; further: potency means the concentration at half of the fitted maximal effect; on the % scale 0 is the no-effect control and ±100 the full control effect; nearly all actives have a fitted effect of over 75% in size
Target sequence (Q96KQ7 913-1193 limits assumed): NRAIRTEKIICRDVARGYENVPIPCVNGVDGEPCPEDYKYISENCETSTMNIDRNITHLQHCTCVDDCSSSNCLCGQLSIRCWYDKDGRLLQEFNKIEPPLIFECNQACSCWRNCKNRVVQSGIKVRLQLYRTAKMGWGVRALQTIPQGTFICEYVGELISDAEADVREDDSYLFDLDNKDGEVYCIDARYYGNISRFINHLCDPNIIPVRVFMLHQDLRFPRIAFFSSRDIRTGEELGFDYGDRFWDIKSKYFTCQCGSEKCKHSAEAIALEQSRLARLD
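Signal arises when biotinylated H3K9 peptide, once monomethylated, bridges streptavidin donor and antibody-captured acceptor beads. Enzyme at 20 nM was preincubated 15 min with test compounds; peptide 500 nM and SAM 20 uM then reacted for 2 h.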
PI4K2A block: blocks human PI4K2A kinase activity; Q9BTU6; purified PI4K2A, ADP-Glo luminescence, 1 h; stronger effect = lower value; activity change, negative = inhibition, % at 76.9 µM; 420,000 tested, 0.13% active; AID 1346378; in the data active means activity change below about -50%; inconclusive means mostly about -30% to -49%;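 further: -100% = wells without enzyme as full effect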
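In this quantitative HTS, ADP production by PI4K2A was quantified luminescently after 1 h at ambient temperature; 100 microM adenosine served as plate-quality control.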
Pin1 inhibitor: human Pin1 inhibition; Potency, µM (series often up to 115 µM), without a hit: top-dose activity, negative = inhibition, actives largely listed as inhibitors; Pin1 FP peptide displacement, HiFluor488, 10 min; 390,000 tested, 0.009% active; Q13526; AID 504891; active means well fitted inhibition curve with a large enough effect in the polarisation, with a control signal flat, not every such curve was filed as active; inconclusive means small, poorly fitted or top-dose-only effect, or effect the other way, or a change in a side signal; inactive means no such curve, though single readings can be large or run the other way; the % refers to the polarisation; further: potency means the concentration at half of the fitted maximal effect; on the % scale 0 is the no-effect control and ±100 the full control effect
Target sequence (Q13526 whole entry, looked up): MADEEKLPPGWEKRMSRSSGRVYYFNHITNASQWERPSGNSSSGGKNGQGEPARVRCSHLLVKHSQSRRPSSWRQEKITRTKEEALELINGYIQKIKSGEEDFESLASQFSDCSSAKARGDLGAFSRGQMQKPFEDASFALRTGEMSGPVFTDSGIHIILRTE
Numbers without * were called inactive; i = inactive; ? = inconclusive; / = not tested or not shown; & = joins results of further samples; [ ] = dose if it differs, or a comment. Unless noted, the call rests on the fitted dose curve; in most records, active means well fitted curve in the direction sought with a large enough effect; inconclusive means small, poorly fitted or top-dose-only effect, or another doubt; inactive means no such curve, though single readings can be large; an effect the other way counts as inactive or inconclusive.

HP1b binding inh	PGK inhibitor	GLS inhibitor	BAZ2B block	JMJD2A Tudor	ERG-DNA inh	G9a inh	PI4K2A block	Pin1 inhibitor	SMILES
22.1%	-11.1%	5.7%	0.1%	-12.1%	-1.5%	49.3%[activator]	1.7	0.2%	O=C(CNC(=O)c1cccc(Br)c1)N/N=C/c1ccc[nH]1
37.3%&42.3%	1.9%&-7.6%	-9.5%&-4.9%	1.4%&1.4%	3.9%&5.1%	12.6%&2.9%	16.6%	2.5&-0.9	0.4%&0.6%	CCOc1ccccc1NC(=O)CCS(=O)(=O)c1cccc2nsnc12
20.1%	i	1.7%	1.4%	0.0%	4.3%	-9.7%[12.7 µM]	8.1	-8.6%	COc1ccc(CNc2nc(NCc3ccc(OC)cc3)n(S(C)(=O)=O)n2)cc1
20.0%	2.4%	-0.9%	-12.3%	1.7%	-4.4%	2.2%	2.4	-2.7%	O=C(COC(=O)/C=C/C(=O)N1CCN(c2ccccc2)CC1)NCc1ccc(F)cc1
19.6%	-6.8%	-4.3%	-8.2%	-14.4%	13.8%	4.5%	-7.4	3.3%	Cc1ccc(CNC(=O)Cn2c(=O)c3sccc3n(Cc3ccc([N+](=O)[O-])cc3)c2=O)cc1
35.1%	-0.5%	-2.0%	-37.4%	-15.5%	3.2%	-0.7%	1.6	0.6%	C=CCn1c(SCC(=O)NCCc2ccccc2)nnc1C1CC1
38.7%	-1.2%	-21.4%	-14.5%	-5.3%	8.6%	34.8%[59 µM]	3.0	5.8%	CC(NC(=O)C1CC1)c1ccc(-c2ccccc2)cc1 (stereo unspecified)
19.1%	-4.4%	0.0%	-11.9%	-5.5%	4.4%	3.2%[59 µM]	-6.8	-0.1%	COC(=O)c1ccc(NC(=O)Nc2ccccc2C)cc1
17.2%	-8.9%	0.0%	-11.0%	-16.5%[11.4 µM]	-1.3%	-8.0%	-0.7	-15.7%	Cc1ccc(S(=O)(=O)NC(C(=O)N2CCOCCOCCOCC2)c2ccccc2)cc1 (stereo unspecified)
7.3%&29.6%	-6.9%&-3.3%	-1.1%&-15.3%	2.1%&-38.8%	?	-0.4%&-0.4%	?	-1.2&3.7&-0.9&-7.7	-0.3%&0.0%	COc1cc2nc(N3CCN(C(=O)C4CCCO4)CC3)nc(N)c2cc1OC (stereo unspecified)
98.2%[activator]	-8.6%	-1.7%	19.7%	32.6%	-2.6%	?	-2.1	?	CCN(CC)c1ccc(/C=c2\sc3nc4ccccc4n3c2=O)c(O)c1
23.1%	-8.1%	-0.7%	8.6%	-1.9%	-3.8%	-6.3%[59 µM]	3.1	0.5%	c1ccc(N=P(N2CCOCC2)(N2CCOCC2)N2CCOCC2)cc1
-3.5%	1.6%	6.5%	?	?	0.2%	-44.6%[59 µM]	-1.9	12.1%	COc1ccc(NC(=O)CN(c2cccc(C)c2C)S(=O)(=O)c2ccccc2)cc1OC
22.0%	-3.1%	2.6%	-16.7%	-13.6%	0.3%	8.6%	-1.7	-4.8%	CC(Oc1ccc2ccccc2c1)C(=O)N/N=C/c1cccnc1 (stereo unspecified)
33.6%	-7.9%	-6.6%	-1.2%	0.7%	-8.5%	-25.8%	1.1	-0.7%	Cc1ccccc1-c1nsc(SCC(=O)Nc2ccc3c(c2)OCO3)n1
?	-3.5%	4.7%	?	1.58µM*	3.5%	3.16µM*	6.1	3.3%	CS(=O)(=O)N1CCN(Cc2ccc(C(F)(F)F)cc2)CC1
21.1%	-6.7%	0.7%	-2.8%	-7.2%	-0.1%	11.0%[59 µM]	-1.6	-3.2%	Fc1ccc(Cc2cn3cc(-c4ccc(F)cc4)nc3s2)cc1
16.2%	-5.3%	-0.9%	-37.6%	-19.7%	4.0%	?	-0.3	-0.2%	COc1ccc(-c2nc(CSCC(=O)NCc3ccc4c(c3)OCO4)c(C)o2)cc1OC
28.2%	-10.2%	0.5%	?	-0.9%	4.4%	20.2%	2.4	2.2%	O=C(O)CCCC(=O)Nc1ccc(Br)cc1
34.8%	0.5%	-5.4%	-14.2%	-26.4%	-3.0%	-5.5%	-7.4	2.0%	COc1cc(C(=O)NC(=S)Nc2ccc3[nH]c(=O)[nH]c3c2)cc(OC)c1OC
0.6%	i	1.2%	/	?	-10.0%	/	3.7	-8.4%	N#Cc1c(-c2ccc(Cl)cc2)c(-c2ccc(Cl)cc2)nn(CCO)c1=O
10.9%	-0.1%	10.0%	-4.9%	18.1%[57.1 µM]	-7.5%	16.4%[12.7 µM]	0.7	0.9%	Cc1ccc2c(c1)N(CCC(=O)NCc1cccs1)C(=O)C(C)O2 (stereo unspecified)
24.5%	-8.2%	0.7%	-6.8%	-3.5%	/	?	-2.7	-3.4%	CN(C)C(=O)N1CCC(C(=O)NC2CCCCCCC2)CC1
30.4%	3.2%	2.0%	-5.5%	-12.1%	-5.4%	23.0%[12.7 µM]	-0.4	-5.7%	COc1cc(C(=O)OCc2cccc(OC)c2OC)ccc1OCC(=O)N1CCOCC1
14.9%	i	-2.8%	-0.4%	-10.6%	2.0%	0.4%[59 µM]	-2.1	1.4%	COc1ccc(CNC(=O)C2=C(C)C(=O)OC23CCCCC3)cc1OC
?	/	-3.1%	-6.4%	-15.3%	0.1%	3.3%[59 µM]	6.9	24.8%	CC1=C(c2ccc(C)c(C)c2)S(=O)(=O)N=C1N1CCC(C(=O)Nc2cccc(F)c2)CC1
34.6%[activator]	0.1%	6.9%	9.6%[57.1 µM]	-12.2%	-0.8%	18.5%[2.33 µM]	-5.5	-3.0%	COC(=O)c1cn(NC(=O)c2ccc(F)cc2)c(=O)c2ccccc12
55.3%[activator]	-4.1%	-14.2%	25.4%	2.7%	9.4%	13.0%	-0.8	?	CC(C)C(c1nnnn1C(C)(C)C)N1CCC(Cc2ccccc2)CC1 (stereo unspecified)
31.0%	-1.3%	-1.6%	/	-13.8%	-13.9%	/	5.1	8.7%	CCOc1ccccc1NC(=O)c1cc(=O)[nH]c2ccc(S(=O)(=O)N3CCOCC3)cc12
2.6%	-3.2%	?	6.4%	10µM*	-1.6%	3.16µM*	0.0	-1.3%	Cc1cc2nnc(SC(C)C#N)n2c2ccccc12 (stereo unspecified)
22.6%	i	-15.9%	8.4%	-10.4%	-8.3%	-9.6%	-1.8	-0.9%	COc1cc(/C=N/NC(=O)C(N)=O)ccc1OCC(=O)N1C(C)CCCC1C (stereo unspecified)
-8.3%	-10.8%	0.4%	?	-19.9%	-9.4%	?	-1.5	1.8%	O=C(c1ccccn1)N1N=C2/C(=C/c3ccc(F)cc3)CCCC2C1c1ccc(F)cc1 (stereo unspecified)
9.5%	i	-12.1%	0.6%	-1.4%	2.2%	50.1µM*	5.0	0.2%	N#Cc1ccccc1NC(=O)CSc1ccc([N+](=O)[O-])cn1
15.9%	-2.2%	-0.4%	9.9%	-2.1%	1.5%	14.2%[59 µM]	-2.0	-2.5%	FC(F)Oc1ccccc1NC(=S)Nc1cccc(Cl)c1Cl
90.5%[activator]	-3.0%	-11.4%	38.0%[activator]	68.9%[activator]	10.4%	88.5%[activator][59 µM]	3.7	-0.8%	COc1ccc(Oc2nc(SC)nc3ccccc23)cc1
205.7%[activator]	-1.2%	3.4%	136.0%[activator]	136.1%[activator]	-3.4%	/	0.2	4.0%	CSc1nc(Cc2ccc(Cl)cc2)nc2ccccc12
39.7%[activator]	-6.3%	1.1%	3.8%	-3.3%	11.1%	-2.1%	-0.7	-3.4%	CCOC(=O)c1ccc(CSc2nnc(C)n2N)o1
30.1%	-1.4%	0.5%	2.8%	-0.6%	-3.8%	6.3%[59 µM]	0.1	-2.8%	COCCN1C(=O)N(c2cccc(OC)c2)C(=O)C1CC(=O)Nc1cccc(F)c1 (stereo unspecified)
14.2%	-9.6%	9.9%	1.8%	-7.0%	4.4%	/	0.4	-6.5%	C=CCn1c(SCC(=O)O)nc2sc(CC)cc2c1=O
20.9%	i	1.3%	79.4µM*	?	-4.1%	8.5%[2.33 µM]	-6.8	-0.5%	O=C(O)c1ccc(N=Nc2c(O)[nH]c3ccc(Br)cc23)cc1
1.6%	3.6%	2.3%	-1.7%	-26.2%	6.0%	14.1µM*	5.6	13.1%	Cc1cccc(C)c1Nc1nnc(SC/C(O)=C(\C#N)c2nc3ccccc3[nH]2)s1
4.9%	-7.5%	-2.0%	8.7%	-13.3%	8.2%	22.8%[59 µM]	-3.3	-3.7%	O=C(Nn1c(-c2ccc(Cl)cc2)nc2ccccc2c1=O)c1cccnc1Cl
35.5%	-6.6%	-0.5%	3.7%	2.1%	1.5%	22.9%	1.2	1.4%	COC(=O)c1ccc(CNC(=O)COC(=O)C23CC4CC(CC(C4)C2)C3)cc1
